High-throughput results (PubChem)
CYP2C19 act = human CYP2C19 activators, primary screen, biochemical, luminescence. recombinant CYP2C19, luciferin-H EGE luminescence; active compounds read high; 0 = fully inhibited enzyme, 1 = untreated enzyme. activation factor at 5 µM. AID 1025, 2008. Cytochrome P450 2C19 (Homo sapiens), P33261. 96,000 tested, under 10 active;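 active = activation factor of at least 2 at 5 µM in the primary screen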;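 note: 0 = wells with 2.5 mM tranylcypromine and 1 = vehicle-only wells; values of inactives mirror those of a sister screen read the other way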
Target sequence (P33261 whole entry, looked up): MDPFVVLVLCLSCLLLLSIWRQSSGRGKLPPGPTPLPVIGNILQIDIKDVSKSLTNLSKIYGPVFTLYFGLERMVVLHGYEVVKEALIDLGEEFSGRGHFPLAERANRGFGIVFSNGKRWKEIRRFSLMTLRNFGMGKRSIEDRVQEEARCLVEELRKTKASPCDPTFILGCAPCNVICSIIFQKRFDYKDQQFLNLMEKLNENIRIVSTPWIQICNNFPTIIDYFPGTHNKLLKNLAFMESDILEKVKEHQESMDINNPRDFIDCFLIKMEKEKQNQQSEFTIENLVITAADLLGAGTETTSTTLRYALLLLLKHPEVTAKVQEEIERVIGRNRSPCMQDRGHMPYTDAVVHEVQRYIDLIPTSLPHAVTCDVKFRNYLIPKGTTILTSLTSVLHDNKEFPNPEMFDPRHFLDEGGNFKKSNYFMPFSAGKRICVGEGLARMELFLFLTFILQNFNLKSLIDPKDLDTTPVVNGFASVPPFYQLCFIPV
CYP2C19 inh = blockers of cytochrome P450 2C19 activity – biochemical, luminescence, ADME assay, primary screen. P33261. CYP2C19 Supersomes, luciferin-H EGE luminescence, 30 min. inhibition, % at 5 µM. 96,000 tested, 21% active;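 active = CYP2C19 inhibition above a set limit at 5 µM in the primary screen, cut at about 50% in these data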;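 note: plate controls were negative control wells for no effect and 2.5 mM tranylcypromine positive control for full effect; values of inactives mirror those of a sister screen read the other way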
sEH inh = soluble epoxide hydrolase inhibitors, primary screen, biochemical, human sEH | Bifunctional epoxide hydrolase 2 (Homo sapiens), P34913 | recombinant human sEH enzymatic activity assay | inhibition, % at 2 µM | 91,000 tested, 0.34% active | AID 707, 2007; in the data active = inhibition above about 80%; note: values of inactives mirror those of a sister screen read the other way; many of its hits are not listed in these tables
S1P2 antag = human S1P2 receptor antagonists, primary screen, cell-based | Sphingosine 1-phosphate receptor 2 (Homo sapiens), O95136 | cell-based S1P2 antagonist assay, inhibition at 5 uM | AID 736, 2007 | inhibition, % at 5 µM | 97,000 tested, 0.21% active; in the data active = inhibition above about 45%;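 note: CRE beta-lactamase reporter cells expressing human S1P2 stimulated with S1P; 0% = agonist at EC80 alone and 100% = agonist plus reference antagonist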
sEH activator = soluble epoxide hydrolase activators, primary screen, biochemical, human sEH; Bifunctional epoxide hydrolase 2 (Homo sapiens), P34913; purified human sEH enzymatic activity, activator screen; activation, % at 2 µM; 91,000 tested, 0.04% active; in the data active = activation above about 37%; note: values of inactives mirror those of a sister screen read the other way
PostGolgi ctrl = growth inhibition of yeast control strain, primary screen, counter-screen for post-Golgi transport modulator project; 98,000 tested, 5% active; inhibition, % at 10 µM; efflux-deficient yeast background strain, growth absorbance A615, 16 h
DAT uptake mod = changed hDAT dopamine uptake under cocaine IC80, either direction, primary screen, cocaine antagonist project, cell-based, LLC-PK1 hDAT, [14C]-dopamine uptake, MLSMR; LLC-PK1 hDAT cells, [14C]-dopamine uptake with cocaine IC80; actives deviate in either direction; 110,000 tested, 1.3% active; Sodium-dependent dopamine transporter (Homo sapiens), Q01959; AID 449768, 2010; B-score at 10 µM;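 active = Z score or B-score, a plate-position-corrected score, falls beyond the plate's 99.7% confidence bounds, in either direction; inactive = both scores lie inside the 99.7% bounds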;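 note: scored against the spread of the other compound wells on the same plate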
Target sequence (Q01959 whole entry, looked up): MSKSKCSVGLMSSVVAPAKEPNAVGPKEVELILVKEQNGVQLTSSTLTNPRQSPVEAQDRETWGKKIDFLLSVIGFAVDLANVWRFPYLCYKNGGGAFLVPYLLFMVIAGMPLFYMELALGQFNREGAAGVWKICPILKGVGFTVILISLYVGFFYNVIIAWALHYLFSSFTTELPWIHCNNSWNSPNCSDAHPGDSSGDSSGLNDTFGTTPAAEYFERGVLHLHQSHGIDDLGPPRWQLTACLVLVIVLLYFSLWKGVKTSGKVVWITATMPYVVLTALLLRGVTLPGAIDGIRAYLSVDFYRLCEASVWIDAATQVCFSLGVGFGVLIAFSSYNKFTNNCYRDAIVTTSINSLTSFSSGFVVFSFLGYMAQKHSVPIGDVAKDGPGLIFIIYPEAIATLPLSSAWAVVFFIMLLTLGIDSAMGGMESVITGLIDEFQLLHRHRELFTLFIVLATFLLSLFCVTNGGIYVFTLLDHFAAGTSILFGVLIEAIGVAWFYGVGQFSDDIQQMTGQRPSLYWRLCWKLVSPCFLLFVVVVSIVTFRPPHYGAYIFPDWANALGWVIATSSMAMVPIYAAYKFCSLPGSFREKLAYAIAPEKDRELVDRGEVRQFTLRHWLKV
PostGolgi yeast = phenotypic screen on post-Golgi transport, primary screen; AID 739, 2007; post-Golgi transport phenotypic cell assay; inhibition, % at 10 µM; 98,000 tested, 0.9% active;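 note: yeast cells grown in 1536-well plates; yeast grown about 18 h at 30C before absorbance read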
S1P2 ag = S1P2 receptor agonists, primary screen, cell-based | activation, % at 4.5 µM | AID 729, 2007 | Sphingosine 1-phosphate receptor 2 (Homo sapiens), O95136 | 97,000 tested, 0.46% active | S1P2-expressing cell line, agonist reporter read-out; in the data active = activation above about 16%;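 note: 0% = vehicle low control and 100% = maximal reference agonist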
An asterisk follows results filed as active. Cut-off read from the data, not from the text of the source, unless noted: active = inhibition above about 30%; inactive = the rest.

What do the screens show for `O=C(CCSc1nc(-c2ccco2)cc(C(F)(F)F)n1)NCC1CCCO1` (centres undefined)?
CYP2C19 act: 0.3; CYP2C19 inh: 66.7*; sEH inh: 6.4; S1P2 antag: -2.7; sEH activator: -5.3; PostGolgi ctrl: 6.4; DAT uptake mod: 0.996; PostGolgi yeast: 2.9; S1P2 ag: -2.0

How did CCOC(=O)c1c(NC(=O)CSc2nnc(CNc3ccc(F)cc3)o2)sc(C)c1C do in these assays?
CYP2C19 act: 0.9; CYP2C19 inh: 11.5; sEH inh: -3.6; S1P2 antag: -3.0; sEH activator: 4.4; PostGolgi ctrl: 38.3*; DAT uptake mod: -0.383; PostGolgi yeast: -7.5; S1P2 ag: -3.4

Results for O=C(CSc1nnc(C2CC2)n1Cc1ccccc1)N1CCN(S(=O)(=O)c2ccccc2)CC1 ?
CYP2C19 act: 0.6; CYP2C19 inh: 38.7; sEH inh: -3.3; S1P2 antag: 10.0; sEH activator: 2.5; PostGolgi ctrl: 2.7; DAT uptake mod: -7.41*; PostGolgi yeast: 4.7; S1P2 ag: -3.8

Results for Clc1ccc2[nH]c3c(NCC4CCCO4)ncnc3c2c1 (centres undefined) ?
CYP2C19 act: 0.3; CYP2C19 inh: 73.6*; sEH inh: 0.2; S1P2 antag: 24.7; sEH activator: -1.3; PostGolgi ctrl: 1.7; DAT uptake mod: 0.223; PostGolgi yeast: 37.0*; S1P2 ag: 4.8

How did O=C(CN1C(=O)CSC1=O)N1CCc2ccccc2C1 do in these assays?
CYP2C19 act: 1.1; CYP2C19 inh: -11.2; sEH inh: 6.1; S1P2 antag: -10.6; sEH activator: -3.9; PostGolgi ctrl: 0.2; DAT uptake mod: -0.877; PostGolgi yeast: 0.9; S1P2 ag: -2.3

What do the screens show for `CC(C)CCC(C(=O)O)C(C)CC(=O)NC1CCCCC1` (centres undefined)?
CYP2C19 act: 1.2; CYP2C19 inh: -17.3; sEH inh: 3.5; S1P2 antag: 12.1; sEH activator: -8.6; PostGolgi ctrl: 11.4; DAT uptake mod: -0.191; PostGolgi yeast: 2.4; S1P2 ag: -1.4

Results for NC(=O)CSc1nc2scc(-c3ccco3)c2c(=O)n1-c1ccccc1 ?
CYP2C19 act: 0.9; CYP2C19 inh: 13.9; S1P2 antag: -16.3; PostGolgi ctrl: -5.3; DAT uptake mod: 0.369; PostGolgi yeast: -15.3; S1P2 ag: -3.6

Results for O=C(CCN1CCN(c2ccc(F)cc2)CC1)Nc1ccccc1F ?
CYP2C19 act: 0.3; CYP2C19 inh: 66.3*; sEH inh: -6.7; S1P2 antag: 1.6; sEH activator: 3.1; PostGolgi ctrl: -0.6; DAT uptake mod: 1.12; PostGolgi yeast: -4.7; S1P2 ag: -1.9

How did COc1ccc(C(C(=O)NC2CCCC2)N(Cc2ccc(C)cc2)C(=O)c2ccn[nH]2)cc1OC (centres undefined) do in these assays?
CYP2C19 act: 0.9; CYP2C19 inh: 12.9; sEH inh: 9.2; S1P2 antag: -7.5; sEH activator: -7.1; PostGolgi ctrl: -3.9; DAT uptake mod: 0.685; PostGolgi yeast: 2.8; S1P2 ag: -6.4

How did COc1nc(/C(N)=N/O)nc(N2CCCCC2)n1 do in these assays?
CYP2C19 act: 1.1; CYP2C19 inh: -13.3; sEH inh: 0.7; S1P2 antag: -16.8; sEH activator: 1.2; PostGolgi ctrl: -0.3; DAT uptake mod: -0.636; PostGolgi yeast: -6.3; S1P2 ag: -1.3

Results for COCCNC(=O)COc1ncnc2ccc(Br)cc12 ?
CYP2C19 act: 0.9; CYP2C19 inh: 5.4; sEH inh: 1.0; S1P2 antag: -27.7; sEH activator: 0.3; PostGolgi ctrl: 10.2; DAT uptake mod: -0.914; PostGolgi yeast: 6.3; S1P2 ag: -2.6

What do the screens show for `O=C(O)C1CCCN(S(=O)(=O)c2ccc(Br)cc2)C1` (centres undefined)?
CYP2C19 act: 1.1; CYP2C19 inh: -12.6; sEH inh: -21.2; S1P2 antag: -5.9; sEH activator: 20.1; PostGolgi ctrl: -6.7; DAT uptake mod: -0.748; PostGolgi yeast: 7.6; S1P2 ag: -5.4

How did CCn1c(CC(=O)Nc2ccc(C)cc2)nnc1SCC(=O)NCc1ccccc1 do in these assays?
CYP2C19 act: 1; CYP2C19 inh: 4.4; sEH inh: -11.3; S1P2 antag: 23.9; sEH activator: 15.3; PostGolgi ctrl: -1.2; DAT uptake mod: 0.486; PostGolgi yeast: -11.9; S1P2 ag: -4.0

What do the screens show for `Cc1cc(Oc2ccc(C#N)cc2)nc(N2CCOCC2)n1`?
CYP2C19 act: 0.8; CYP2C19 inh: 16.8; sEH inh: 6.9; S1P2 antag: -33.5; sEH activator: -3.5; PostGolgi ctrl: 9.9; DAT uptake mod: -0.206; PostGolgi yeast: 11.7; S1P2 ag: -2.0

How did CCOc1cc(C#N)c(NC(=O)CSc2nnnn2-c2ccc(OC)cc2)cc1OCC do in these assays?
CYP2C19 act: 1; CYP2C19 inh: 3.6; sEH inh: 4.5; S1P2 antag: -4.1; sEH activator: -3.1; PostGolgi ctrl: 0.1; DAT uptake mod: 0.987; PostGolgi yeast: -3.0; S1P2 ag: -3.1

What do the screens show for `COC(=O)c1ccccc1NC1OC(=O)c2ccccc21` (centres undefined)?
CYP2C19 act: 0.9; CYP2C19 inh: 6.1; sEH inh: 5.8; S1P2 antag: -12.6; sEH activator: -4.6; PostGolgi ctrl: -2.2; DAT uptake mod: -0.697; PostGolgi yeast: -1.1; S1P2 ag: -1.4

How did CCOCCOC(=O)COc1ccc(N2C(=O)c3ccccc3C2=O)cc1 do in these assays?
CYP2C19 act: 0.8; CYP2C19 inh: 23.4; PostGolgi ctrl: 11.7; DAT uptake mod: -0.0428; PostGolgi yeast: -1.9

Results for CCOc1cc(-n2nc(C)c(C#N)c2N)nc(SC)n1 ?
sEH inh: 2.3; S1P2 antag: -32.9; sEH activator: 0.2; DAT uptake mod: -0.152; S1P2 ag: -3.9

What do the screens show for `C/C(=N\NC(=O)CSCc1ccccc1Cl)c1cccc(NC(=O)c2ccccc2)c1`?
sEH inh: 37.2; S1P2 antag: -2.8; sEH activator: -37.4; DAT uptake mod: 0.788; S1P2 ag: -1.1

How did O=C1CC(c2ccco2)c2ccc3ccccc3c2N1 (centres undefined) do in these assays?
CYP2C19 act: 0.9; CYP2C19 inh: 8.1; sEH inh: 6.5; S1P2 antag: 12.5; sEH activator: -5.5; PostGolgi ctrl: 20.4; DAT uptake mod: -1.02; PostGolgi yeast: 10.1; S1P2 ag: -1.6

Results for O=C(Nc1cccc(Oc2c(F)c(F)c(F)c(F)c2F)c1)N1C[C@@H]2C[C@@H](C1)c1cccc(=O)n1C2 ?
CYP2C19 act: 0.7; CYP2C19 inh: 32.5; sEH inh: -9.1; S1P2 antag: 3.6; sEH activator: 11.4; PostGolgi ctrl: 3.0; DAT uptake mod: 1.87; PostGolgi yeast: 6.7; S1P2 ag: -2.5

How did Cc1cccc(N2CCN(C(=O)C3CCN(S(=O)(=O)c4cnc[nH]4)CC3)CC2)c1C do in these assays?
CYP2C19 act: 0.9; CYP2C19 inh: 7.9; PostGolgi ctrl: 7.4; DAT uptake mod: -1.2; PostGolgi yeast: 7.2

How did Cc1ccc(S(=O)(=O)N2CCN(C(=O)CSc3nnc(C)s3)C2)cc1 do in these assays?
CYP2C19 act: 0.7; CYP2C19 inh: 27.4; sEH inh: 3.5; S1P2 antag: 9.1; sEH activator: -5.0; PostGolgi ctrl: 2.4; DAT uptake mod: -1.55; PostGolgi yeast: 2.9; S1P2 ag: -4.0

Results for O=C(O)CCn1c(=O)c2ccccc2c2ccccc2c1=O ?
CYP2C19 act: 0.8; CYP2C19 inh: 18.3; sEH inh: -4.8; S1P2 antag: -11.0; sEH activator: 6.9; PostGolgi ctrl: -4.2; DAT uptake mod: 0.845; PostGolgi yeast: -8.8; S1P2 ag: -4.7

What do the screens show for `COc1ccc(C(=O)N2CCN(S(=O)(=O)c3ccccc3)CC2)c(OC)c1`?
CYP2C19 act: 0.6; CYP2C19 inh: 39.1; sEH inh: -0.2; S1P2 antag: -4.0; sEH activator: 5.6; PostGolgi ctrl: 4.2; DAT uptake mod: -0.152; PostGolgi yeast: -9.0; S1P2 ag: -2.8

Results for CCCN1C(=O)C2C(C(=O)Nc3cccc(OC)c3)C3C=CC2(O3)C1C(=O)NC1CCCCC1 (centres undefined) ?
CYP2C19 act: 1; CYP2C19 inh: 0.1; sEH inh: -6.0; S1P2 antag: 8.4; sEH activator: 5.7; PostGolgi ctrl: 0.4; DAT uptake mod: 0.306; PostGolgi yeast: -20.7; S1P2 ag: -3.6

What do the screens show for `COc1ccc2c(c1)N(C)C(=O)CC(c1ccccc1)=N2`?
CYP2C19 act: 0.1; CYP2C19 inh: 94.3*; sEH inh: 3.5; S1P2 antag: 1.7; sEH activator: -2.4; PostGolgi ctrl: -1.8; DAT uptake mod: -0.197; PostGolgi yeast: -5.8; S1P2 ag: -2.3

What do the screens show for `COCCn1cc(C(=O)c2ccccc2OCC(=O)Nc2cc(C)on2)cc(C#N)c1=O`?
CYP2C19 act: 0.7; CYP2C19 inh: 31.6; sEH inh: -4.8; S1P2 antag: -18.4; sEH activator: 7.5; PostGolgi ctrl: -5.2; DAT uptake mod: 0.0759; PostGolgi yeast: 21.6; S1P2 ag: -8.5

How did OCc1ccccc1NC(=S)Nc1cccnc1 do in these assays?
CYP2C19 act: 1; CYP2C19 inh: -4.1; sEH inh: 8.8; S1P2 antag: 7.0; sEH activator: -5.9; PostGolgi ctrl: 3.5; DAT uptake mod: 0.296; PostGolgi yeast: 8.5; S1P2 ag: -4.8

Results for CCn1cc(C2=NCC(C)O2)c2ccccc21 (centres undefined) ?
CYP2C19 act: 0.5; CYP2C19 inh: 45.7; sEH inh: -6.3; S1P2 antag: 7.8; sEH activator: 2.7; PostGolgi ctrl: 2.1; DAT uptake mod: 0.889; PostGolgi yeast: -5.7; S1P2 ag: -2.0

How did COC(=O)CNC(=O)C(NC(=O)c1ccc(Cl)cc1)C(C)C (centres undefined) do in these assays?
CYP2C19 act: 1; CYP2C19 inh: -4.3; sEH inh: -7.0; S1P2 antag: -8.5; sEH activator: 9.9; PostGolgi ctrl: 2.8; DAT uptake mod: -0.824; PostGolgi yeast: 0.6; S1P2 ag: -2.5

What do the screens show for `CCOc1ncccc1C(=O)OCc1cn2cc(Cl)ccc2n1`?
CYP2C19 act: 0.4; CYP2C19 inh: 62.6*; sEH inh: 5.7; S1P2 antag: -14.4; sEH activator: -4.2; PostGolgi ctrl: 7.8; DAT uptake mod: 1.13; PostGolgi yeast: 2.6; S1P2 ag: -3.0

What do the screens show for `CC(=O)/C(=N/Nc1ccccc1C)N1CCOCC1`?
CYP2C19 act: 0.8; CYP2C19 inh: 17.4; sEH inh: 12.6; S1P2 antag: 7.9; sEH activator: -10.3; PostGolgi ctrl: 8.4; DAT uptake mod: -0.927; PostGolgi yeast: -4.0; S1P2 ag: -5.5

How did CC(=O)c1cccc(N(CC(=O)N2CCOCC2)S(C)(=O)=O)c1 do in these assays?
CYP2C19 act: 1; CYP2C19 inh: 1.2; sEH inh: -2.6; S1P2 antag: -1.0; sEH activator: 2.2; PostGolgi ctrl: 18.2; DAT uptake mod: -0.448; PostGolgi yeast: -2.5; S1P2 ag: -2.3
